# Coupling enz: coupling enzyme interference in Giardia aldolase counter-screen. coupling enzyme system counterscreen, AmpLite Red fluorescence. activity change, negative = inhibition, % at 58.2 µM, hits read low. 290,000 tested, 0.67% active. AID 2472; in the data active means activity change below about -30%
#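 Fluorescence at 525 nm excitation and 598 nm emission measured inhibition of the coupled detection system without aldolase. Compounds (at 57.5 uM final) were preincubated 10 min at room temperature with coupling enzyme reagent before a 20 min substrate/AmpLite Red step.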
# Eya2 phos inh: inhibitors of human Eya2 phosphatase activity; 330,000 tested, 0.006% active; recombinant Eya2, OMFP fluorescence dephosphorylation (OMFP is methylfluorescein phosphate); O00167; Potency, µM (highest dose often 76.9 µM), inactives show top-dose activity, negative = inhibition, actives largely listed as inhibitors; further: potency means the concentration at half of the fitted maximal effect
#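 Eya2 (0.2 uM) preincubated 10 min at ambient with compound, then OMFP substrate added at 50 uM; 10 min reaction in 50 mM HEPES pH 7.5, 50 mM NaCl, 5 uM MgCl2, 0.05% BSA, 1 mM DTT. Fluorescence read at Ex 485/Em 525 nm.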
# USP2a inh: blocks human ubiquitin-specific protease USP2a; O75604; Potency, µM (top dose mostly 38.3 µM), without a hit: top-dose activity change, negative = inhibition, most hits filed as inhibitors; USP2 core, Ub-CHOP2 coupled fluorogenic reporter, 485/531; 330,000 tested, 0.01% active;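 further: potency means the concentration at half of the fitted maximal effect; plate controls were DMSO wells for no effect and full inhibition by NEM control for full effect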
#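 Cell-free coupled assay: 10nM USP2 core preincubated 30min RT with compound in Tris-HCl pH 8.0/CaCl2/CHAPS buffer, then 25nM Ub-CHOP2 and 25nM reporter substrate; fluorescence (Ex 485/Em 531) read after 60min RT, normalized to NEM inhibition, concentration-response curves fitted.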
# GALK inhibitor: inhibitors of human galactokinase. P51570. Purified GALK, Kinase-Glo residual ATP luminescence. Potency, µM (doses to about 57.5 µM), without a hit: at the top dose activity change, negative = inhibition, hits mostly inhibitors. 270,000 tested, 0.007% active. AID 1868; further: potency means the concentration at half of the fitted maximal effect
#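 Human GALK (5 nM) with 35 uM ATP and 100 uM galactose in 20 mM HEPES pH 8.0, 5 mM MgCl2, 60 mM NaCl, 1 mM DTT, 0.01% BSA. After 1 h at room temperature, leftover ATP was read by Kinase-Glo Plus luminescence.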
# uPA surface inh: blocks generation of uPA at the cell surface; cell surface uPA generation assay, qHTS; Potency, µM (doses to about 38.3 µM), inactives show at the top dose activity change, negative = inhibition, usual class: inhibitors; 330,000 tested, 0.31% active; AID 540303; active means well fitted inhibition curve with a large enough effect; inconclusive means small, poorly fitted or top-dose-only effect; inactive means no such curve, though single readings can be large or run the other way; tested in mouse RAW 264.7 cells; further: potency means the concentration at half of the fitted maximal effect; nearly all actives have a fitted effect of over 55% in size
# BCR signal inh: inhibitors of chronic active B-cell receptor signaling | 340,000 tested, 0.05% active | ABC-DLBCL IkBa-CBG/CBR reporter, luminescence ratio, 4 h | AID 493014 | Potency, µM (doses to about 46.1 µM), without a hit: at the highest dose ratio change, negative = lower green/red ratio, usual class: inhibitors; active means well fitted inhibition curve with a large enough effect in the signal ratio, with a control signal flat, not every such curve was filed as active; inconclusive means small, poorly fitted or top-dose-only effect, or effect the other way, or a change in a side signal; the % refers to the signal ratio;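 further: potency means the concentration at half of the fitted maximal effect; plate controls were basal doxycycline-induced cells for no effect and cells given 10 µM MG132 for full effect; MG132 reads +100%, hits lower the ratio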
#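 Cell line TMD8 (human ABC DLBCL), stably expressing tet-inducible CBG68-IkBa fusion and CBR; IMDM/0.5% FBS; cpd up to 46 uM; dox induction, 4 h, 37C/5% CO2; dual luminescence; green/red ratio; MG132 control.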
# KCNH2 WT inh: KCNH2 (human, wildtype) channel inhibition. 340,000 tested, 0.37% active. U2OS, BacMam KCNH2, thallium flux FluxOr; stronger effect = lower value. activity change, % at 1.84 µM;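 active means maximum activity change below -70%; inconclusive means maximum activity change between -70% and -50%; inactive means maximum activity change above -50%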
#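 U2OS cells transduced with wild-type KCNH2 virus are loaded with FluxOr dye for 45 min, and thallium flux is measured in kinetic reads before and after stimulation buffer. Rate constants are normalized to DMSO controls.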
# PKM2 activator: activators of human pyruvate kinase M2. purified PKM2, Kinase-Glo ATP luminescence, activation; response scale: 0% is enzyme alone, no compound. 260,000 tested, 0.34% active. Potency, µM (top dose mostly 57.5 µM), for the others: at the highest dose activation, actives largely listed as activators. AID 1631. P14618; further: potency means the concentration at half of the fitted maximal effect; nearly all actives have a fitted effect of over 55% in size
# Target sequence (P14618 whole entry, looked up): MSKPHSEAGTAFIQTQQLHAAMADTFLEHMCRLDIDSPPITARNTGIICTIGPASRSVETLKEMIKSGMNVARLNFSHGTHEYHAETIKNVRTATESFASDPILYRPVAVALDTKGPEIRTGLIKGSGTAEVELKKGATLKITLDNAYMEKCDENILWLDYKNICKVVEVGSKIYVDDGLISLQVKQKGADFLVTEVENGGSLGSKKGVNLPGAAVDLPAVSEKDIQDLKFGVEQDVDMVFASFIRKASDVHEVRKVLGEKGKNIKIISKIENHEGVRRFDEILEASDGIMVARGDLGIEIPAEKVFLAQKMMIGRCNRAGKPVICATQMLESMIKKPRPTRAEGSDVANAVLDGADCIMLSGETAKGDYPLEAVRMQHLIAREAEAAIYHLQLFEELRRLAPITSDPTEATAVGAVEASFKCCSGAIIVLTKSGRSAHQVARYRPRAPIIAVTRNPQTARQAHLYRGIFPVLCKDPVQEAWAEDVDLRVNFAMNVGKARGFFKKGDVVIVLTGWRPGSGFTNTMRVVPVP
#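 hPK-M2, >95% pure; 0.1 mM ADP / 0.5 mM PEP final; imidazole pH7.2 buffer w/ 7 mM MgCl2, 50 mM KCl; 1 h RT; Kinase-Glo lum. Intermediate enzyme activity for dual inhibitor/activator qHTS.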
# B2AR arrestin: recruits beta-arrestin to the human beta2-adrenergic receptor | AID 492947 | 330,000 tested, 0.02% active | beta-arrestin recruitment to beta2AR, cell-based reporter | Potency, µM (series often up to 46.1 µM), inactives show at the top dose activation, most hits filed as activators | P07550;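 further: potency means the concentration at half of the fitted maximal effect; 0% = DMSO controls and full agonism = EC100 isoproterenol or metaproterenol; nearly all actives have a fitted effect of over 65% in size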
# Target sequence (P07550 whole entry, looked up): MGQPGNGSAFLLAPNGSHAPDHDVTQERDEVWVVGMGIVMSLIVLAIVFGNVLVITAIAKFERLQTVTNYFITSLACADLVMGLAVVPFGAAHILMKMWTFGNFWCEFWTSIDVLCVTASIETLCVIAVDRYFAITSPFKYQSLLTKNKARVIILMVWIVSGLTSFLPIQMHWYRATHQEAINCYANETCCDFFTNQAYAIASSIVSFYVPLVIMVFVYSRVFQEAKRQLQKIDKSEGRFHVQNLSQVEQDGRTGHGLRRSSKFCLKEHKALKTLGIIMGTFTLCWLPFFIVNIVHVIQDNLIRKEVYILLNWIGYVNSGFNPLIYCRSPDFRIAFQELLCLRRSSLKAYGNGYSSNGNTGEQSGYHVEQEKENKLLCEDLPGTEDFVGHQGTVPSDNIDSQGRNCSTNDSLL
# KCNH2 3.1 inh: KCNH2 3.1 (human) potassium channel inhibition. U2OS KCNH2 3.1, thallium flux FluxOr; stronger effect = lower value. activity change, % (tested at about 1.8 µM). 340,000 tested, 0.95% active. AID 720553;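 active means maximum activity change below -70%; inconclusive means maximum activity change from -70% to -50%; inactive means maximum activity change above -50%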;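 further: thallium influx rate constant from kinetic fluorescence after stimulation buffer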
#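 Virally transduced U2OS (3.1 isoform, 4 h infection in dark at RT) → overnight 37 C → FluxOr + Red40 in HBSS/HEPES, 45 min → stimulation buffer, 2 min kinetic read → rate constant vs DMSO controls.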
# Giardia kill: Giardia lamblia killing | Giardia lamblia trophozoite viability | activity change, % at 7.66 µM, hits read low | 340,000 tested, 0.15% active; in the data active means activity change below about -80%; inconclusive means between about -30% and that limit;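 further: parasites exposed to compound for two days anaerobically before the ATP read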
#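 Luminescence from cellular ATP indicates surviving trophozoites (100 cells/well) following 48 hrs anaerobic compound treatment at 37 deg C; signal develops 15-30 min at room temperature.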
# Starred values were filed as active, the others as inactive; i = inactive; ? = inconclusive; nt = not tested or not shown; & = joins results of further samples; [ ] = remark or other dose. Unless noted, the call rests on the fitted dose curve; in most records, active means well fitted curve in the direction sought with a large enough effect; inconclusive means small, poorly fitted or top-dose-only effect, or another doubt; inactive means no such curve, though single readings can be large; an effect the other way counts as inactive or inconclusive. Unless noted, on the % scale 0 is the no-effect control and ±100 the full control effect.
# The line under a structure holds: B2AR arrestin	Giardia kill	USP2a inh	BCR signal inh	GALK inhibitor	KCNH2 WT inh	Coupling enz	uPA surface inh	PKM2 activator	Eya2 phos inh	KCNH2 3.1 inh
CCOC(=O)CN1CC23C=CC(O2)C(C(=O)Nc2ccc(C(C)=O)cc2)C3C1=O (stereo unspecified)
  -0.6%	10	1%	-4%	-2%	-1	1	-12%	-11%	8%	2
Cn1c(=O)n(CC(N)=O)c(=O)c2c1nc(Br)n2Cc1ccccc1
  -0.2%	3	-1%	5%	5%	0	-2	1%	24%	-3%	-25
COc1cc(NC(=O)CN(c2cc(C)cc(C)c2)S(=O)(=O)c2c(C)noc2C)cc(OC)c1
  3.5%	-7	-1%	?	-2%	-9	-7	5%	2%	3%	-22
COc1ccc2c(c1)CC(=O)NC=C2
  -2.3%	-3	-1%	-3%	6%	-5	0	1%	-5%	-7%	-1
COc1ccc(NC(=O)C2CCN(C(=O)NC3CCCCC3)CC2)c(OC)c1
  -0.6%	4	-2%	1%	-1%	-2	1	-2%	-3%	2%	-13
CC(C)OCC(O)CN1CCN(C(c2ccccc2)c2ccccc2)CC1 (stereo unspecified)
  -0.2%	41[activator]	9%	-7%	-1%	21	0	?	5%	9%	-10
N#Cc1cc2cc3c(cc2nc1N1CCCCC1)OCCO3
  -0.1%	3	0%	-14%	4%	-12	1	0%	?	22%	13
c1ccc(N2CCN(c3ccccc3)C2c2cccnc2)cc1
  -1.0%	-7	2%	10%	0%	-1	0	-6%	-2%	-10%	-16
CN(C)Cc1c(C(=O)N/N=C/C=C/c2ccccc2)nnn1-c1nonc1N
  -0.3%	-6	1%	0%	1%	13	4	1%	-1%	0%	-24
CC(C(=O)OCC(=O)N(C)C1(C#N)CCCCC1)N1C(=O)c2ccccc2C1=O (stereo unspecified)
  1.0%	15	-1%	0%	nt	-8	nt	12%	nt	-5%	-9
COc1ccc2c(c1)OC/C(=C/c1cccs1)C2=O
  0.2%	-28	0%	?	1%	-4	6	-6%	-24%	-1%	0
CCNC(=O)N(C(=O)NCC)n1c(C)nnc1C
  0.2%	-8	-1%	0%	1%	2	1	-4%	-3%	3%	0
COC(=O)CCC(=O)N1CCOCCOCCN(C(=O)CCC(=O)OC)CCOCCOCC1
  -0.6%	6	-1%	0%	3%	4	2	-3%	-19%	2%	6
COc1ccc(S(=O)(=O)N2CCC3(CC2)CC(=O)c2ccccc2O3)cc1C
  0.4%	16	1%	-4%	nt	-3	nt	-1%	nt	-35%	10
COC(=O)Cn1nc(-c2ccc(C)c(S(=O)(=O)N(C)C)c2)c2ccccc2c1=O
  -0.2%	21	0%	-1%	9%	1	2	3%	15%	1%	14
CCC(C)(C)NC(=O)C(c1ccc(OC)cc1)N(C(=O)CCC(=O)Nc1cc(C)on1)c1cccc(F)c1 (stereo unspecified)
  -0.2%	-4	1%	2%	15%	-3	-1	3%	5%	-16%	2
Cc1ccc(SCCSc2nc(C)cc(=O)[nH]2)cc1
  -0.1%	7	1%	?	-1%	-2	1	-13%	0%	7%	9
CC(C)C(NC(=O)COc1ccccc1)C(=O)O (stereo unspecified)
  0.0%	-9	0%	5%	2%	-2	1	nt	0%	-4%	-8
CCNC(=O)C1Cc2ccccc2CN1S(=O)(=O)c1ccc(F)cc1 (stereo unspecified)
  -0.6%	15	-1%	1%	0%	-7	-2	-3%	1%	4%	2
c1ccc(-c2nc(NCc3cccnc3)c3oc4ccccc4c3n2)cc1
  -0.1%	-11	-6%	?	2%	0	-1	13%	-2%	5%	-17
Oc1ccc(/C=N/Nc2ncc(Cl)cc2Cl)cc1
  -0.5%	7	-6%	-25%	-3%	-1	-3	-16%	nt	-7%	-5
O=C(COC(=O)Cc1n[nH]c(=O)c2ccccc12)Nc1cccc(C(F)(F)F)c1
  0.0%	-14	6%	-6%	-2%	1	0	2%	-33%	10%	4
CC(C)C(NC(=O)OCc1ccccc1)C(=O)OCC(=O)NCc1ccco1 (stereo unspecified)
  0.0%	4	-5%	-9%	0%	-1	4	-5%	-2%	-17%	0
Clc1ccc2c(NCc3ccccn3)ncnc2c1
  -0.5%	-15	7%	?	0%	-14	-8	2%	-8%	-13%	-5
NNC(=O)CN1C(c2ccccc2Br)=Nc2ccc(Br)cc2C1c1ccccc1 (stereo unspecified)
  -0.5%	-5	0%	?	-1%	-3	-38*	-1%	9%	-6%	-4
COC(=O)c1ccccc1Oc1ccc(NC(=O)C(C)(C)CCl)cc1
  -0.2%	8	4%	?	1%	3	-1	4%	-1%	6%	-2
Cc1ccc(C(=O)Nc2ccc3c(c2)nc2n3CCSC2)cc1
  0.1%	-12	-1%	?	5%	4	-1	-8%	-4%	17%	17
COc1cccc(CNC(=O)CCCn2ncn3c(cc4occc43)c2=O)c1
  0.1%	-11	2%	-8%	5%	9	nt	4%	nt	-3%	-15
O=C(CSc1ccc2c(c1)OCCO2)Nc1ncc(Cl)cc1Cl
  -0.5%	1	2%	12%	-3%	-2	0	nt	19%	8%	-3
Cc1cc(C)n(-c2ccc(C)c(Cl)c2)n1
  -0.4%	-11	0%	-1%	1%	0	1	2%	-1%	3%	-29
CSc1nc(-c2ccc(Cl)cc2)nn1C(=O)c1ccco1
  0.1%	3	3%	?	1%	0	-7	1%	9%	-1%	2
CC(=O)c1c(NCc2ccccc2)nc(=O)n(-c2ccccc2)c1C
  0.2%	2	-4%	-4%	0%	-10	-2	1%	-2%	-15%	-2
COc1cccc(NC(=O)COC(=O)Cc2ccc(Cl)cc2)c1
  -0.1%	-2	-1%	-22%	8%	1	0	-1%	-11%	6%	8
CN(C(=O)COC(=O)c1ccc2c(c1)OCCO2)c1ccccc1
  -1.7%	2	2%	0%	-2%	-6	1	5%	2%	8%	-13
Cc1cc(C)c(NC(=O)Cn2cnc3c(oc4ccccc43)c2=O)c(C)c1
  -0.4%	1	0%	-2%	-3%	-6	3	2%	-3%	-8%	6
CCC(Sc1nc2cc3c(cc2c(=O)n1Cc1ccco1)OCO3)C(=O)Nc1ccccc1OC (stereo unspecified)
  0.4%	-3	-1%	1%	-2%	-3	0	3%	-3%	-3%	nt
CSc1ncc(Cl)c(C(=O)Nc2cc(C)ccc2C)n1
  0.5%	-15	3%	2%	-2%	-1	1	3%	nt	9%	0
Cc1cc(NC(=O)c2ccccc2F)on1
  -0.3%	3	1%	-1%	nt	i	-1	-3%	-1%	3%	-2
CCOC(=O)c1cnn(-c2cccc(Cl)c2)c1N
  -0.4%	20	0%	?	0%	2	-1	1%	3%	7%	-3
CCCCC(=O)Nc1ccc(NC(=O)c2ccco2)cn1
  -0.2%	11	0%	12%	-1%	-20	0	-7%	1%[11.5 µM]	-9%	-6
CCOC(=O)[C@H]1[C@H]2COc3cc(OC)ccc3[C@@H]2N2C(=O)N(c3cccc(F)c3)C(=O)[C@@]12C
  0.4%	5	1%	?	nt	-4	nt	-3%	nt	13%	1
CCCc1c(O)nc(SCCN(CCC)CCC)[nH]c1=O
  0.2%	3	1%	0%	5%	-5	1	0%	-9%	-3%	-13
C#CCOCCOCCOCCNc1nc(N2CCN(C(=O)[C@H](Cc3cc4ccccc4[nH]3)n3cc([C@@H](N)C(C)CC)nn3)CC2)nc(N2CCN(C(=O)[C@H](Cc3cc4ccccc4[nH]3)n3cc([C@@H](N)CC(C)C)nn3)CC2)n1 (stereo partly specified)
  -0.3%	nt	-9%	5%	0%	nt	0	nt	8%	7%	nt
CC[C@@H]1C=C(C(=O)O)[C@H](c2ccc(Cl)c(Cl)c2)N1S(=O)(=O)c1ccc(C)cc1
  -0.5%	-13	4%	-1%	nt	-11	nt	-3%	nt	2%	15
Cc1nc(SCC(=O)Nc2cc(C)on2)c2c(=O)n(C)c(=O)n(C)c2n1
  0.5%	4	-1%	-3%	0%	10	-2	-2%	24%	4%	23
Brc1ccc(-c2csc(N/N=C/c3cccnc3)n2)cc1
  -0.1%	10	-1%	?	-3%	8	0	2%	-1%	-16%	?
CN(C)S(=O)(=O)c1ccc(NC(=O)CSc2nnc(-c3ccco3)n2N)cc1
  -1.2%	3	2%	-1%	nt	4	nt	-1%	nt	-8%	21
CN1C(=O)C(C)(C)c2cc(S(=O)(=O)N3CCC(C(=O)NCc4ccccc4Cl)CC3)ccc21
  -0.7%	3	6%	7%	nt	-6	-2	-2%	15%	-5%	-4
NCCCCC(=O)O
  0.1%	4	1%	-7%	nt	-9	6	12%	nt	1%&13%	19

# Screening results from PubChem.
